PglD inh: PglD (C. jejuni) enzyme inhibition; purified PglD enzyme, DTNB colorimetric CoA detection; inhibition, % at 12.5 µM; 360,000 compounds, 0.098% hits; AID 602405; in the data active = inhibition above about 16%, passing the limit was not always enough; inconclusive = no clear call, values can overlap the other calls; also: strong numbers were not always called active
E-selectin induc: induces E-selectin expression in human endothelial cells | 260,000 compounds, 0.37% hits | activation, % at 7.58 µM | HUVEC E-selectin immunofluorescence imaging; normalized: neutral wells 0, TNF-alpha wells 100 | P16581;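 active = mean E-selectin-positive cell signal at least 10% of the positive control, reached in at least 60% of replicates, without over 20% cell loss; inconclusive = no rule given, readout overlaps actives, possibly toxicity-flagged; inactive = the rest, including those meeting only one limit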;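 also: in these data hits start at about 27%; measured in HUVEC primary endothelial cells; signal is the percent of cells scored E-selectin positive by PE staining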
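Read-out basis: % PE-positive cells; Test system: HUVEC primary endothelial cells; Technique: immunofluorescence imaging; Dosing: single-point compound dose.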
ERp5 inh: blocks human ERp5 reductase activity on insulin. inhibition, % at 9.99 µM. 350,000 compounds, 0.05% hits. ERp5 insulin aggregation, absorbance 650 nm, 90 min. Q15084;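 active = mean replicate inhibition above about 25%, with every replicate also reaching it, limit read from the data, passing the limit was not always enough; inconclusive = only one of those two criteria met; inactive = neither criterion met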
esBAF inh: SWI/SNF esBAF complex inhibition; mouse ES cells, Bmi1-luciferase knock-in reporter, 24 h; 100% = twice the neutral-well signal; reporter increase, % at 12.5 µM; 350,000 compounds, 2% hits; in the data active = activation above about 40%; inconclusive = no clear call, values can overlap the other calls;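 also: 0% = median of the plate's neutral control wells and 100% = double that signal; a rise in the Bmi1 reporter signal indicates esBAF inhibition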
CASP6 VEID inh: inhibitors of human caspase-6. P55212. purified caspase-6, Z-VEID-R110 cleavage fluorescence. inhibition, % at 12.5 µM. 350,000 compounds, 0.53% hits;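 active = mean inhibition across replicates at least about 35%, with every replicate also reaching that limit, limit read from the data; inconclusive = only one of the two criteria met; inactive = neither criterion met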;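 also: 0% = median of neutral control wells and 100% = no fluorescence left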
Target sequence (P55212 24-179 limits assumed): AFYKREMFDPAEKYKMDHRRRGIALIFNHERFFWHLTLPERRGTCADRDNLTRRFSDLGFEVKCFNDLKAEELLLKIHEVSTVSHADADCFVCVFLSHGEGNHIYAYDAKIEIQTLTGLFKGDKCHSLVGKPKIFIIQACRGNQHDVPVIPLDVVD
Target sequence (P55212 194-293 limits assumed): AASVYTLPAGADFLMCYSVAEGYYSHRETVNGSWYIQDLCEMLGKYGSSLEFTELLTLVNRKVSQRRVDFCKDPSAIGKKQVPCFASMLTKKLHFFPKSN
RAD54 branch: RAD54 (human) branch migration inhibition. RAD54 Holliday junction branch migration, FAM/BHQ fluorescence. inhibition, % at 10.4 µM. 360,000 compounds, 0.14% hits. AID 602329;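 active = mean normalized replicate activity at least 40 and at least half of replicates scoring 40 or more; inconclusive = only one of the two criteria met; inactive = mean below 40 and under half of replicates reaching 40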;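 also: 0% = median of neutral control wells and 100% = median of positive control wells; inhibitors cause a drop in the FAM fluorescence signal; in these data hits start at about 50%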
Target sequence (Q92698 whole entry, looked up): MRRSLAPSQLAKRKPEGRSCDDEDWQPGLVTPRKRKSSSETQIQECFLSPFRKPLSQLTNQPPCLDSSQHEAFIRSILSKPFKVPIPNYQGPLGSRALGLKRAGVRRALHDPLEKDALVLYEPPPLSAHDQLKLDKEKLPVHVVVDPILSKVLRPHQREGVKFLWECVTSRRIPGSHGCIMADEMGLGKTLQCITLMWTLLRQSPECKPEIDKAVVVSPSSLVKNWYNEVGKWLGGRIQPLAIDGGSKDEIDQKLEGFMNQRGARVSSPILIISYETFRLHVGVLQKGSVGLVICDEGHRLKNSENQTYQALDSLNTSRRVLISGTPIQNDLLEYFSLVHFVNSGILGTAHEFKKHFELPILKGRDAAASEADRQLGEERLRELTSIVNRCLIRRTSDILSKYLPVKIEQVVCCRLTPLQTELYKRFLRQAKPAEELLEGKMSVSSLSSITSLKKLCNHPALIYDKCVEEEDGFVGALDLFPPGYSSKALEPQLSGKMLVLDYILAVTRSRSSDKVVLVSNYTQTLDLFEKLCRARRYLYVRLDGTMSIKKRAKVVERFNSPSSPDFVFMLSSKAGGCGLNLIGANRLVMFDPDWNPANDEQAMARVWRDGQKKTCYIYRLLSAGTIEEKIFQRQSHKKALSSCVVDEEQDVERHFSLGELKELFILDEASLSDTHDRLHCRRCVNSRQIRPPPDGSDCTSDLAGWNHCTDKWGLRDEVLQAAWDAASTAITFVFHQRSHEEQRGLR
ARNT-TACC3 inh: disruptors of human ARNT/TACC3 interaction. 390,000 compounds, 0.66% hits. inhibition, % at 9.99 µM. AlphaScreen His-ARNT PAS-B/GST-TACC3 binding, luminescence; TACC3 fragment carries E629A point mutation. Q9Y6A5. AID 623870;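 active = mean inhibition of replicates at least 50% and at least half of replicates each reaching 50%; inconclusive = half or more replicates reach 50% but mean below 50%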;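 also: 0% = complete ARNT plus TACC3 wells and 100% = ARNT alone without TACC3; many hits fall short of the cut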
RAD52 inh: blocks human RAD52 DNA annealing; AID 651710; recombinant RAD52 DNA annealing, FRET fluorescence; P43351; inhibition, % at 18.7 µM; 360,000 compounds, 0.46% hits;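 active = every replicate showing at least 50% inhibition; inconclusive = mean inhibition at least 50% but not in every replicate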
* marks the source's active call; other numbers are inactive results; ? = inconclusive; . = no result given.

1) CCCC(=O)Nc1ccc2c(c1)C(=O)N(C)C[C@H](OC)[C@H](C)CN(C(=O)CN(C)C)[C@@H](C)CO2
2) Cc1cc(OCC(=O)OCC(=O)c2c(N)n(C)c(=O)n(C)c2=O)ccc1Cl
3) O=C(COC(=O)c1cccc(-n2cnnn2)c1)Nc1c(Cl)cccc1C(F)(F)F
4) COc1cc(NC(=O)C2=CC(c3cccs3)=NS(=O)(=O)N2C)cc(OC)c1OC
5) Nc1nn(-c2cccc(F)n2)cc1-c1ccc(Cl)cc1
6) Cc1cc(NC(=O)CCC(=O)N(Cc2ccco2)C2(C(=O)NC3CCCC3)CCCCC2)no1

Assay by compound,1,2,3,4,5,6
PglD inh,3,-3,3,-4,7,.
esBAF inh,-2,-4,.,9,14,3
RAD54 branch,12,-13,-2,-3,9,.
CASP6 VEID inh,.,0,0,-2,-2,1
ARNT-TACC3 inh,-6,8,-3,.,0,-1
ERp5 inh,3,-10,-2,3,6,0
E-selectin induc,-0.2,0.1,.,1.4,.,0.6
RAD52 inh,2,-12,-4,-5,-5,-9

7) C=CCOC(=O)C1=C(C)NC(C)=C(C(=O)OCC=C)C1c1cn(-c2ccccc2)nc1-c1ccco1
8) Cc1csc2nc(O)c(C(=O)NCCCc3ccccc3)c(=O)n12
9) CC(C(=O)N1CCCc2ccccc21)N1C(=O)c2ccccc2C1=O (centres undefined)
10) CCOC(=O)c1cc(C(=O)Nc2ccccc2F)nn1C
11) O=C(COC(=O)c1cc(=O)[nH]c2ccc(Br)cc12)c1ccccc1
12) Cc1c(Cl)ccc2sc(NC(=O)CN3C(=O)c4ccccc4C3=O)nc12

Assay by compound,7,8,9,10,11,12
PglD inh,.,.,2,2,.,3
esBAF inh,.,.,10,30,.,1
RAD54 branch,.,.,-4,9,.,12
CASP6 VEID inh,-3,4,.,1,0,0
ARNT-TACC3 inh,3,0,-6,-3,8,-10
ERp5 inh,3,2,.,-2,7,16
E-selectin induc,.,.,.,.,.,0.0
RAD52 inh,-11,-7,.,1,-12,-7

Look-ups from the list:
For RAD52 inh, entry 8 shows -7
For PglD inh, entry 9 shows 2
For ARNT-TACC3 inh, entry 10 shows -3
For ERp5 inh, entry 12 shows 16
For RAD52 inh, entry 7 shows -11

(listing goes on)
13) O=C(NCCCN1CCCC1=O)c1cccs1
14) CN1C(=O)c2cc(NC(=O)Cc3cccs3)ccc2OC[C@H]2O[C@@H](CC(=O)NCCCN3CCOCC3)CC[C@H]21
15) Cc1ccccc1S(=O)(=O)NCC[C@@H]1CC[C@H](NC(=O)C2CCCC2)[C@@H](CO)O1
16) COC(=O)c1ccc(OC(=O)c2ccc(OC)cc2)c(OC)c1
17) Cc1ccc(NC(=O)CSc2n[nH]c(-c3ccco3)n2)cc1
18) Cc1ccc(S(=O)(=O)Nc2ccc3c(c2)C(=O)N([C@H](C)CO)C[C@@H](C)[C@@H](CN(C)S(=O)(=O)c2ccccc2)O3)cc1

Assay by compound,13,14,15,16,17,18
PglD inh,4,1,3,.,1,-1
esBAF inh,-4,-6,2,.,6,-2
RAD54 branch,7,3,5,.,-5,4
CASP6 VEID inh,.,0,0,-2,-3,0
ARNT-TACC3 inh,-1,-5,-3,-6,10,15
ERp5 inh,.,2,4,1,-1,5
E-selectin induc,.,0.1,0.1,-2.2,1.8,0.0
RAD52 inh,.,13,-3,-13,-11,-29

Some of these compounds in order of their number in esBAF inh, low to high.
| item | SMILES | PglD inh | esBAF inh | CASP6 VEID inh | ARNT-TACC3 inh | ERp5 inh | RAD52 inh |
| --- | --- | --- | --- | --- | --- | --- | --- |
| 1 | CCCC(=O)Nc1ccc2c(c1)C(=O)N(C)C[C@H](OC)[C@H](C)CN(C(=O)CN(C)C)[C@@H](C)CO2 | 3 | -2 | . | -6 | 3 | 2 |
| 4 | COc1cc(NC(=O)C2=CC(c3cccs3)=NS(=O)(=O)N2C)cc(OC)c1OC | -4 | 9 | -2 | . | 3 | -5 |
| 10 | CCOC(=O)c1cc(C(=O)Nc2ccccc2F)nn1C | 2 | 30 | 1 | -3 | -2 | 1 |

Next part.
19) O=C1/C(=C/c2ccc(S(=O)(=O)O)cc2S(=O)(=O)O)CCc2ccccc21
20) COc1ccc(-n2nc(C(=O)NCC(=O)N3CCC(C(N)=O)CC3)c3ccccc3c2=O)cc1OC
21) COC(=O)c1cc(OC)c(OC)cc1NC(=O)CN1C(=O)c2ccccc2C1=O
22) O=C(NCCc1ccccc1)C(=O)NCC1CCCN1S(=O)(=O)c1ccccc1 (centres undefined)
23) Cc1cc(C)nc(NS(=O)(=O)c2ccc(NC(=O)NC3CCCCC3)cc2)n1
24) CC1CN(C(=O)CN(C)S(=O)(=O)c2ccc3ccccc3c2)CC(C)O1 (centres undefined)

Assay by compound,19,20,21,22,23,24
PglD inh,.,3,2,4,11,-4
esBAF inh,.,-4,-4,2,-2,-1
RAD54 branch,.,0,3,2,-4,-3
CASP6 VEID inh,-5,-1,.,-3,.,1
ARNT-TACC3 inh,.,.,-10,-5,20,-15
ERp5 inh,1,-4,.,4,.,3
E-selectin induc,0.1,.,.,.,.,.
RAD52 inh,-19,2,.,-17,.,-14

Structural class: those above containing an NH in an aromatic ring.
11) O=C(COC(=O)c1cc(=O)[nH]c2ccc(Br)cc12)c1ccccc1
17) Cc1ccc(NC(=O)CSc2n[nH]c(-c3ccco3)n2)cc1

Assay by compound,11,17
PglD inh,.,1
esBAF inh,.,6
RAD54 branch,.,-5
CASP6 VEID inh,0,-3
ARNT-TACC3 inh,8,10
ERp5 inh,7,-1
E-selectin induc,.,1.8
RAD52 inh,-12,-11

(listing goes on)
25) Cc1ccc(S(=O)(=O)N[C@@H]2C=C[C@H](CC(=O)O)O[C@H]2CO)cc1
26) O=C(NC1CCC1)[C@H]1[C@H](CO)[C@H]2Cn3c(ccc(-c4ccncc4)c3=O)[C@H]2N1CCc1ccccc1
27) CCCCNC(=O)c1cc(S(=O)(=O)N2CCCCC2)oc1C
28) CC(C(=O)NCc1ccco1)n1cc(C(=O)c2ccco2)c2ccccc21 (centres undefined)
29) O=C(Nc1ccc(Cl)cc1F)C1CCCN(C2=NS(=O)(=O)c3ccccc32)C1 (centres undefined)
30) Cc1noc(C)c1COc1ccccc1C(=O)Nc1ccc(C(N)=O)cc1

Assay by compound,25,26,27,28,29,30
PglD inh,3,.,-2,-4,-2,-2
esBAF inh,2,.,7,9,2,5
RAD54 branch,1,.,-4,-11,7,9
CASP6 VEID inh,-2,3,3,.,0,0
ARNT-TACC3 inh,-9,.,1,0,5,.
ERp5 inh,7,-5,0,.,2,4
E-selectin induc,0.3,-0.3,0.6,.,-0.2,-0.4
RAD52 inh,7,-30,14,.,-6,-12

31) CC(=O)c1cccc(NC(=O)c2ccccc2OCc2ccc(F)cc2)c1
32) COc1ccc(NC(=S)NC(C)c2ccncc2)cc1OC (centres undefined)
33) CC(=O)NC12CC3CC(C1)CC(C(=O)Nc1cccc(S(=O)(=O)N4CCCCCC4)c1)(C3)C2
34) CC(=O)OCc1c(-c2ccccc2)c2cc([N+](=O)[O-])ccc2n1C
35) COc1cccc2c(C)nc(Nc3nc(CSc4nnc(C)s4)cc(=O)[nH]3)nc12
36) C/C(N)=C(/C#N)C(=O)CSc1nc2ccccc2c(=O)n1-c1ccccc1C

Assay by compound,31,32,33,34,35,36
PglD inh,5,0,3,4,0,-2
esBAF inh,3,-5,16,-8,-12,-7
RAD54 branch,1,6,-12,2,3,1
CASP6 VEID inh,5,-3,-1,-3,.,4
ARNT-TACC3 inh,1,0,1,21,-4,15
ERp5 inh,0,2,-27,-6,.,-71
E-selectin induc,-0.1,.,0.2,-0.5,.,.
RAD52 inh,-7,-8,-5,4,.,-14

Overlap with the part before: 2 entries; new compounds follow.
35) COc1cccc2c(C)nc(Nc3nc(CSc4nnc(C)s4)cc(=O)[nH]3)nc12
36) C/C(N)=C(/C#N)C(=O)CSc1nc2ccccc2c(=O)n1-c1ccccc1C
37) COc1ccc(CC(=O)Nc2ccc(-c3nnc(-c4ccccc4)o3)cc2)cc1
38) CC(C)c1ccc(C2/C(=C(/O)c3ccccc3)C(=O)C(=O)N2CCCN2CCOCC2)cc1 (centres undefined)
39) COc1ccc(CN2CCN(Cc3cccc(F)c3)CC2)cc1OC
40) Cc1noc(C)c1COC(=O)/C=C/c1ccc(Cl)cc1
41) CNC(=O)CSc1n[nH]c(-c2cc(Cl)ccc2OC)n1
42) COc1cc(Br)cc(/C=N/NC(=O)Cc2ccc(C(F)(F)F)cc2[N+](=O)[O-])c1O

Assay by compound,35,36,37,38,39,40,41,42
PglD inh,0,-2,-3,3,-11,14,.,5
esBAF inh,-12,-7,5,10,1,-3,.,.
RAD54 branch,3,1,11,5,0,-11,.,6
CASP6 VEID inh,.,4,.,0,-2,-2,4,-4
ARNT-TACC3 inh,-4,15,-3,-3,7,8,4,1
ERp5 inh,.,-71,.,5,1,0,7,4
E-selectin induc,.,.,.,0.1,.,.,.,.
RAD52 inh,.,-14,.,-4,-9,-8,-3,-20

43) C/C=C/c1ccc2c(c1)[C@H]1[C@H](CCN1S(=O)(=O)c1ccccc1C)[C@@H](CO)N2
44) O=C(CN1CCN(c2ncccn2)CC1)NCCC1=CCCCC1
45) CCOCCCNC(=O)CSCc1nc(-c2ccc(SC)cc2)oc1C
46) C[C@@H]1CN([C@@H](C)CO)C(=O)c2cc(NC(=O)Nc3ccccc3)ccc2O[C@H]1CN(C)C(=O)Nc1ccc(C(F)(F)F)cc1
47) CN1C(=O)NC(c2ccc(C(F)(F)F)cc2)C2=C1CC(C)(C)CC2=O (centres undefined)
48) CCn1ncc(NC(=S)NCCc2ccc(OC)c(OC)c2)c1C(N)=O
49) Cn1cc(Br)c(C(=O)NN2C(=O)C3C4C=CC(C5CC45)C3C2=O)n1 (centres undefined)
50) COc1ccccc1-c1noc2c1C(=O)N(Cc1cn(Cc3ccccc3)nn1)CC2
51) N/C(=N\OC(=O)c1cccc(Br)c1)c1ccccc1

Assay by compound,43,44,45,46,47,48,49,50,51
PglD inh,.,4,.,4,2,.,.,0,2
esBAF inh,.,-1,-59,10,-10,.,.,-4,7
RAD54 branch,.,8,.,0,-8,.,.,5,-15
CASP6 VEID inh,-1,.,2,1,-1,-2,-6,0,.
ARNT-TACC3 inh,.,2,6,1,-1,-3,-2,.,-1
ERp5 inh,3,.,1,-3,-2,-4,-5,0,.
E-selectin induc,8.8,.,.,?,.,.,.,-0.1,.
RAD52 inh,21,.,3,-28,-7,-6,-5,-11,.
